Screens from PubChem BioAssay.
Polio RdRp inh: poliovirus RNA polymerase inhibition. AID 588519. hit rate 0.66% among 150,000. % elongation, % (compound at 16.7 µg/mL). poliovirus polymerase elongation, fluorescence polarization; hits give low values; in the data active = % elongation below about 90%; note: some results filed as inactive read as strong as hits
Target sequence (P03300 1749-2209 limits assumed): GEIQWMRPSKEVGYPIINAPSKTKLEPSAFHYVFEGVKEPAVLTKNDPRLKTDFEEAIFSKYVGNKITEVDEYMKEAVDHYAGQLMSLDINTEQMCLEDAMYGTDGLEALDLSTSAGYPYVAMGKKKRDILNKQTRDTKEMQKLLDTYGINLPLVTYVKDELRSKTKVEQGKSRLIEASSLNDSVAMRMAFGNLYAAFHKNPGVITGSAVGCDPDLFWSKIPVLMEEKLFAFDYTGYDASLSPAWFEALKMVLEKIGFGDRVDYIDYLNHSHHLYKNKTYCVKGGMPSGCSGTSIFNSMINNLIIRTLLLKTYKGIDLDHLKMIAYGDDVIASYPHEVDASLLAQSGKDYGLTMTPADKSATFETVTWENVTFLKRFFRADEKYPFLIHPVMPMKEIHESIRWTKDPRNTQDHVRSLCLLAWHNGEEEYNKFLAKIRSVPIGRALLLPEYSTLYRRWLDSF
Polio RdRp inh FP z-score: also measured in Polio RdRp inh; calls as there; z-score; measured here: FP z-score; hits read low
* = called active by the depositor. Not all compounds are listed. The share of hits here may be higher or lower than overall.

SMILES	Polio RdRp inh	Polio RdRp inh FP z-score
CCCc1nn2c(=O)cc(COC(=O)c3ccccc3NC(=O)C3CCCCC3)nc2s1	107.0	0.1
Cc1cc2oc(=O)cc(C)c2cc1N	101.0	-0.2
Cc1cc(NC(=O)c2ccc(=O)[nH]c2)ccc1Br	102.0	0
CC1CCN(C(=O)Cn2cc(SCc3cccc(F)c3)c3ccccc32)CC1	116.0	0.1
CCOc1ccc(OCC)c(NC(=O)c2cc3ccccn3n2)c1	104.0	-0.6
Cc1ccc(CCNC(=O)CCS(=O)(=O)c2cc3c(cc2Cl)NC(=O)CO3)cc1	104.0	-0.4
O=C(NCCc1ccc(Cl)cc1)C1(c2cccs2)CCOCC1	98.0	-2
COc1cccc(NC(=O)CNC(=O)Cn2cnc3sc4c(c3c2=O)CCCC4)c1	102.0	-0.1
COc1ccc(N2CC(NC(=O)Nc3ccc(S(=O)(=O)NC(C)=O)cc3)CC2=O)cc1 (stereo not given)	100.0	-0.8
Cc1ccc(C(=O)c2cn(CC(=O)Nc3ccc(C)cc3Cl)c3nc(C)ccc3c2=O)cc1	104.0	-0.9
COC(=O)c1cc(-c2ccc(OC)c(OC)c2)c2c(=O)[nH]c(=O)n(C)c2n1	108.0	0.2
CC(=O)Nc1ccc(/C=N/OCC(=O)Nc2ccc(C)cc2)cc1	103.0	0.2
O=C(CN1C(=O)NC(Cc2c[nH]c3ccccc23)C1=O)c1ccc(F)cc1 (stereo not given)	106.0	0.4
COc1cc(OC)cc(C(=O)Nc2cc3c(cc2N2CCOCC2)n(C)c(=O)n3C)c1	106.0	0.4
COc1ccc(NC(=O)C2CCCN2S(=O)(=O)c2cccc3cccnc23)cc1OC (stereo not given)	105.0	0.1
O=C(COC(=O)C1CCC(=O)N1)Nc1ccc(Cl)cc1Cl (stereo not given)	103.0	0.8
CCCn1c(SCCCC(=O)c2cccs2)n[nH]c1=O	103.0	-0.1
Cn1/c(=N/N=c2\oc3ccccc3n2C)oc2ccccc21	101.0	0
CCC(=O)N1CCc2cc(S(=O)(=O)NC(Cc3ccccc3)C(=O)NCc3ccc(C)cc3)ccc21 (stereo not given)	106.0	0.3
Cc1c(Cl)cccc1NC(=O)C1CCN(c2nc3ccccc3[nH]2)CC1	103.0	-1.1
CCc1ccc(NC(=O)c2cc(S(=O)(=O)N3CCCC3)ccc2F)cc1	103.0	-0.9
Cc1cc(Nc2cccc(Br)c2)n2c(nc3ccccc32)c1C#N	96.0	-1.4
CC(C)Oc1ccc(C(=O)NCC(c2ccc(N(C)C)cc2)N2CCc3ccccc32)cc1 (stereo not given)	105.0	-0.1
CCc1ccc(NC(=O)CCNS(=O)(=O)c2ccc3c(c2)CCCC(=O)N3)cc1	110.0	0.5
COC(=O)c1ccc(N2CCN(C)CC2)c(NC(=O)c2ccc(C#N)cc2F)c1	103.0	0.7

Compound profiles (already shown). Order of values: Polio RdRp inh	Polio RdRp inh FP z-score
O=C(NCCc1ccc(Cl)cc1)C1(c2cccs2)CCOCC1 across the screens: 98.0	-2
CCC(=O)N1CCc2cc(S(=O)(=O)NC(Cc3ccccc3)C(=O)NCc3ccc(C)cc3)ccc21 (stereo not given) across the screens: 106.0	0.3
CC(C)Oc1ccc(C(=O)NCC(c2ccc(N(C)C)cc2)N2CCc3ccccc32)cc1 (stereo not given) across the screens: 105.0	-0.1

New compounds follow:
SMILES	Polio RdRp inh	Polio RdRp inh FP z-score
CC1CN=C(Nc2ccc(C(C)C)cc2)S1 (stereo not given)	102.0	0.3
Cc1cccc(C)c1NC(=O)CN(C)c1ccc(S(=O)(=O)N(C(C)C)C(C)C)cn1	104.0	-0.3
Nc1nc(-c2ccc(Cl)c(Cl)c2)cs1	99.0	-0.4
CCOC(=O)c1c(C)n(C)c2ccc(OCC(O)CN3C(=O)c4ccccc4S3(=O)=O)cc12 (stereo not given)	100.0	0
CCN(CC)c1ccc(NC(=O)Cn2cc3c(n2)CCCC3)c(C)c1	106.0	-0.3
COc1cccc(C(=O)Nc2c(C(=O)N3CCN(c4ccc(F)cc4)CC3)oc3ccccc23)c1	104.0	-0.5
Cc1ccc(Nc2nnc(-c3ccc(C)c(S(=O)(=O)N4CCCCC4)c3)c3ccccc23)cc1	102.0	-0.5
COc1ccc(/C=N/N2CCOCC2)cc1O	107.0	0.5
Cc1ccccc1NC(=O)/C=C\C(N)=O	104.0	0.5
O=C(Nc1ccc2oc(-c3cccc4c(Br)cccc34)nc2c1)c1ccc(Br)cc1	102.0	-0.2
CCN=C1NC(=O)C(CC(=O)NCCc2ccccc2)S1 (stereo not given)	102.0	0
O=C(CSCC(=O)c1ccccc1)c1ccccc1	105.0	0
Cc1cc(C)c(CC2C(=O)c3ccccc3C2=O)cc1C	108.0	0.3
Cc1nn(-c2ccccc2)c2c1C(c1ccc3c(c1)OCO3)C(C#N)C(=O)N2 (stereo not given)	102.0	-0.2
CC(=O)Nc1nc(C)c(C(C)C)s1	102.0	0.1
CC1CCCN(C(=O)CCS(=O)(=O)c2cc3c(cc2Cl)NC(=O)CO3)C1 (stereo not given)	109.0	0.6
Cc1ccc2oc(-c3ccc(C)c(NC(=O)c4ccc5c(c4)OCCO5)c3)nc2c1	107.0	0.6
Cc1cccc(NS(=O)(=O)c2ccc3c(c2)[C@H]2C=CC[C@H]2[C@@H](c2ccc(F)cc2)N3)c1	126.0	2.5
N#CCn1c(COC(=O)C2CC(=O)N(CCc3ccccc3)C2)nc2ccccc2c1=O (stereo not given)	106.0	0.4
CCc1ccc(S(=O)(=O)c2cnc(SCC(=O)Nc3ccc(OC)cc3OC)[nH]c2=O)cc1	103.0	-0.7
CCN(c1cccc(C)c1)S(=O)(=O)c1cc(Br)cc2c1N(C(C)=O)C(C)C2 (stereo not given)	107.0	0.8
Cn1c(-c2ccc3nc(N)sc3c2)nc2cc(N)ccc21	104.0	-0.2
Cc1ccc(NC(=O)Nc2c(C)nn(C)c2C)cc1	103.0	0.2
COc1ccc(-n2ncc(C(=O)Nc3ccc(C)cc3Cl)c2C2CCN(C(=O)OC(C)(C)C)CC2)cc1	107.0	0.1
CCN(Cc1ccccc1)C(=O)c1cccnc1	107.0	0.3

Reprinted from the part before: 5 entries; new compounds follow.
SMILES	Polio RdRp inh	Polio RdRp inh FP z-score
CCN(c1cccc(C)c1)S(=O)(=O)c1cc(Br)cc2c1N(C(C)=O)C(C)C2 (stereo not given)	107.0	0.8
Cn1c(-c2ccc3nc(N)sc3c2)nc2cc(N)ccc21	104.0	-0.2
Cc1ccc(NC(=O)Nc2c(C)nn(C)c2C)cc1	103.0	0.2
COc1ccc(-n2ncc(C(=O)Nc3ccc(C)cc3Cl)c2C2CCN(C(=O)OC(C)(C)C)CC2)cc1	107.0	0.1
CCN(Cc1ccccc1)C(=O)c1cccnc1	107.0	0.3
c1ccc(Nc2nc3ccccc3[nH]2)nc1	105.0	0.8
COc1ccc(N2CCN(CCCNC(=O)c3nnc(Cc4ccc(F)cc4)o3)CC2)cc1	96.0	-1.9
CN(CC(=O)NC1CCCC1)S(=O)(=O)c1cc(Br)cnc1N	106.0	1
Cc1ccc(N2CC(NC(=O)N3CCN(c4ccc(F)cc4)CC3)CC2=O)cc1C (stereo not given)	98.0	-0.9
O=c1[nH]ncc(NCCCc2ccccc2)c1Cl	97.0	-0.7
COc1ccc(Cl)cc1NC(=O)Cn1c(NCC(C)O)nc2ccccc21 (stereo not given)	106.0	0.5
CC1C(O)=C(c2nc3ccccc3[nH]2)c2nc(=O)c3ccccc3n21 (stereo not given)	59.0	-6.8
O=C(CSC1CCCC1)N1CCCC1	103.0	0.5
O=C(O)CSc1nc2cc(N3CCOCC3)c(F)cc2[nH]1	100.0	-0.1
COc1ccc(-n2cnc3cc(C(=O)NCc4ccccc4OC)ccc32)cc1	100.0	-0.8
CCN(c1ccc(C(=O)CSc2nnc(C(F)(F)F)n2C)cc1)S(C)(=O)=O	105.0	0.4
CCN(c1ccc(F)cc1)S(=O)(=O)c1ccc2[nH]cc(C(=O)NCC3CCCO3)c(=O)c2c1 (stereo not given)	100.0	-0.2
O=C(C1Sc2nnc(-c3ccccc3)n2NC1c1ccccc1)N1CCCC1 (stereo not given)	102.0	0
COc1cccc(NC2=CC(c3ccc(C(C)C)cc3)N(c3cccc(OC)c3)C2=O)c1 (stereo not given)	102.0	-0.3
Cc1cc(C)c2c3n(nc2n1)C(=O)NC(C(F)(F)F)(C(F)(F)F)N3	108.0	0.4
CC(C)c1ccc(-c2nc(N3CCCCCC3)nc3n[nH]c(N)c23)cc1	102.0	0.4
CCn1c(CSc2nnc(COc3ccc(OC)cc3)n2-c2ccccc2F)nc2cc(C(=O)O)ccc21	98.0	-0.5
COc1cccc(N2CC(NC(=O)/C=C\c3ccc(OC)c(OC)c3)CC2=O)c1 (stereo not given)	102.0	-1
C=C(C)c1cccc(C(C)(C)NC(=O)Nc2ncccn2)c1	102.0	0.1
CC(C)n1cnnc1SCC(=O)Nc1ccc(F)cc1	101.0	-0.2
Cc1ccc(S(=O)(=O)NCc2ccc(/C=C(/C#N)C(=O)NCc3ccccc3)o2)cc1	105.0	0.6
CCOC(=O)c1ccc(-c2ccc(/C=C3\SC(N=Nc4c(O)[nH]c5ccccc45)=NC3=O)o2)cc1	99.0	-0.4
Cn1c(SCC(=O)c2ccc3c(c2)CCCC3)nc2ccccc2c1=O	103.0	0
CCCCNc1sc(S(=O)(=O)CCC)nc1S(=O)(=O)c1ccc(C)cc1	110.0	1
Cc1ccc(CNC(=O)CCCN2C(=O)COc3ccc(C)cc32)cc1	112.0	0.7
SMILES	Polio RdRp inh	Polio RdRp inh FP z-score
O=C(OCC(=O)N1CCCCC1)c1c[nH]c(=O)[nH]c1=O	103.0	-0.4
COc1cccc(CNC(=O)CCNS(=O)(=O)c2ccc3c(c2)oc(=O)n3C)c1	108.0	1.1
CCCCN(C)S(=O)(=O)c1ccc(C(=O)Nc2cccc3c2C(=O)NC3=O)cc1	102.0	0.1
Cc1sc2ncn(C)c(=O)c2c1-c1ccccc1	99.0	-0.5
Cc1cc(C(=O)Cn2cc(S(=O)(=O)N(C)C)ccc2=O)c(C)n1Cc1ccco1	104.0	0.3
Cc1ccc2c(c1)c(=O)c(C(=O)c1ccncc1)cn2CC(=O)Nc1c(C)cccc1C	110.0	0.7
C/C(=N\n1cnnc1)c1ccc2ccccc2c1	99.0	-0.1
CCCn1c(CCC(=O)Nc2ccc(C)c(Cl)c2)nc2cccnc21	110.0	0.7
O=c1c(-c2ccc(Cl)cc2)c(C(F)(F)F)oc2c(CN3CCCCC3)c(O)ccc12	107.0	0.4
O=C(Cn1c2ncccc2c(=O)n1-c1ccccc1)Nc1cccc(C(F)(F)F)c1	104.0	-0.2
CC(C)(C)NC(=O)COc1ccc(S(=O)(=O)N2CCOCC2)cc1	100.0	-1
COc1ccc(-c2nnc(SCC(=O)NCCc3ccc(OC)c(OC)c3)nc2-c2ccc(OC)cc2)cc1	100.0	-1.5
CCC(C)NS(=O)(=O)c1ccc2c(c1)CC(=O)N2 (stereo not given)	99.0	-1.2
COCCNC(=O)NC1CCCCC1	99.0	-0.4
CCOc1ccc(-c2cc(-c3nc(-c4cc(OC)c(OC)c(OC)c4)no3)[nH]n2)cc1	102.0	-1
C=CCn1c(=O)c(C(=O)NC)c(O)c2cc(OC)c(OC)cc21	102.0	0.2
CCOc1ccc(-n2c(-c3ccc(OC)cc3)cc3c2CC(C)(C)CC3=O)cc1	104.0	-0.8
CCc1nn(CC(=O)N2CCN(c3cccc(C)c3C)CC2)c(=O)c2cc3sccc3n12	106.0	0
CCOC(=O)c1cnc(SCC(=O)Nc2ccccc2)nc1N	98.0	-0.4
CCOc1ccccc1NC(=O)CN1C(=O)C2(SCC(=O)N2c2ccc(C)cc2)c2ccccc21 (stereo not given)	101.0	-0.2
CC(=O)N1CCCc2cc(S(=O)(=O)N(CCN(C)C)Cc3ccccc3)ccc21	112.0	1
Cc1ccc(C2CCN(C(=S)NC(C)C)C2)cc1 (stereo not given)	104.0	1.5
O=C(c1cc2ccccc2oc1=O)N(Cc1ccc(F)cc1)C1CC1	102.0	0.2
Clc1ccc(OCc2nc3ccccc3n2CN2CCOCC2)cc1	104.0	0.2
COc1ccc2c(c1)CCc1c(C(=O)Nc3c(C)nn(Cc4c(Cl)cccc4Cl)c3C)noc1-2	102.0	-0.6
SMILES	Polio RdRp inh	Polio RdRp inh FP z-score
COc1ccc(-c2cc(C(F)(F)F)nc(SCCC(=O)Nc3ccc(NC(C)=O)cc3)n2)cc1	107.0	0.6
Cc1ccc(NC(=O)Cn2c(-c3cncs3)nc3ccccc32)cc1Br	105.0	0.3
CCOc1ccc(NC(=O)N2CCN(c3nnc(C)c4c(C)n(-c5ccccc5)nc34)CC2)cc1	102.0	-0.3
COC(=O)c1ccc(C(=O)OC)c(NC(=O)c2cnn3c(C(F)F)cc(-c4ccccc4)nc23)c1	108.0	0.5
N#Cc1c(SCC(N)=O)nc2c(c1-c1ccc(O)cc1)CCCC2	110.0	0.1
Cc1ccccc1-c1nnn(CC(=O)NC(=O)NC(C)C)n1	104.0	0
CCOC(=O)c1[nH]c(C)c(/C=N/O)c1C	103.0	0.2
N=c1n(CCN2CCCCC2)c2ccccc2n1CC(O)COc1ccc(Cl)cc1Cl (stereo not given)	104.0	-1.2
CCS(=O)CCSc1nc(-c2ccc(Br)cc2)cc(-c2ccccc2)c1C#N (stereo not given)	102.0	0.1
CC1CCN(S(=O)(=O)c2ccc(NC(=O)c3ccc4c(c3)OCCO4)cc2)CC1	100.0	-0.2
CC1=C(C)CS(=NC(=O)c2ccccc2)N(C(=O)c2ccccc2)C1 (stereo not given)	101.0	-0.3
COc1ccc(OCc2nc(C#N)c(NCc3ccccc3Cl)o2)cc1	106.0	0.5
O=C(NCCc1ccccc1)c1nn(-c2ccc(F)cc2)nc1CO	111.0	0.9
COc1ccc(NC(=O)c2oc3ccc(S(=O)(=O)N4CCOCC4)cc3c2C)cc1	114.0	1
N/C(=N\c1nc2ccccc2s1)NC(=O)c1ccccc1N	99.0	-0.2

Quoted at random: two records from the list, in no set order.
SMILES	Polio RdRp inh	Polio RdRp inh FP z-score
N=c1n(CCN2CCCCC2)c2ccccc2n1CC(O)COc1ccc(Cl)cc1Cl (stereo not given)	104.0	-1.2
COc1ccc(NC(=O)c2oc3ccc(S(=O)(=O)N4CCOCC4)cc3c2C)cc1	114.0	1
